eIF4E-4G inh: blocks eIF4E binding to eIF4G; inhibition, % at 21.7 µM; actives 0.37% (n = 220,000); TR-FRET eIF4E-eIF4GI(517-606) binding, 2 h;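 note: 0% = full FRET control wells and 100% = background wells lacking eIF4GI fragment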
KCC2 mod: modulates chloride dependent transport by human KCC2; AID 1456; actives 2.2% (n = 190,000); Q9H2X9; B-score of Tl+ flux slope (higher = more flux/activation; lower = inhibition) at 10 µM; KCC2 cells, thallium flux FluoZin-2 fluorescence;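 active = thallium flux slope and its plate-corrected score both differing from the plate sample mean at a set confidence after two filtering rounds, in either direction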;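 note: slope of fluorescence scaled to starting intensity during 10 to 20 s after thallium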
Thrombin inh: thrombin (human) inhibition | P00734 | alpha-thrombin, Boc-VPR-AMC fluorogenic substrate cleavage | inhibition, % at 5 µM | actives 0.26% (n = 220,000) | AID 1046;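 active = inhibition at or above 40%; inactive = inhibition below 40%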;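 note: 0% = enzyme with no compound and 100% = wells without enzyme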
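Material: human alpha-thrombin protein; Also added: Boc-VPR-AMC substrate, 15 µM final; Timing: enzyme reaction carried out at room temperature; Signal: fluorescence, ex 355 nm, em 460 nm; Measure: % inhibition of thrombin; Controls: enzyme without compound as high, wells lacking enzyme as low.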
EBV gp42 inh: blocks Epstein-Barr virus glycoprotein 42 binding; inhibition, % (tested at 21.74 µM); Fluorescence polarization binding assay, mP read-out; actives 0.42% (n = 220,000); Q1HVG2; in the data active = inhibition above about 50%
Furin inh: human furin inhibition; AID 463115; actives 0.061% (n = 220,000); purified furin, fluorogenic substrate cleavage; inhibition, % at 30 µM; P09958; in the data active = inhibition above about 25%; note: inactives centre near -15
NCF1 inh: p47phox (human) inhibition. P14598. actives 0.53% (n = 220,000). p47phox/p22phox peptide binding, fluorescence polarization, 2 h. inhibition, % at 24.7 µM;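 note: 0% = p47phox with labelled peptide and 100% = labelled peptide alone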
Target sequence (P14598 whole entry, looked up): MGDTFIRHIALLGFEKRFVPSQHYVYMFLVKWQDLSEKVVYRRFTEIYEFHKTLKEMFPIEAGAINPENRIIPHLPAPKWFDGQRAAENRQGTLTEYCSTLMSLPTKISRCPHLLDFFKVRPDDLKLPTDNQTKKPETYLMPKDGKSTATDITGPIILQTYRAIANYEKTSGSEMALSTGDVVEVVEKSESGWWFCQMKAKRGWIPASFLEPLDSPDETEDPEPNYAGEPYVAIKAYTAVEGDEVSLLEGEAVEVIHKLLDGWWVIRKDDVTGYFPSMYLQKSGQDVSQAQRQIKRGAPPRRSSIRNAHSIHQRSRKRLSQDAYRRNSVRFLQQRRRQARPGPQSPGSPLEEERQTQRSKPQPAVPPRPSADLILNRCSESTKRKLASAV
Rad51 HR inh: blocks human Rad51 in homologous recombination | Q06609 | hRad51 DNA strand exchange, fluorescence dequenching | inhibition, % at 10 µM | actives 0.085% (n = 200,000);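 active = inhibition above 40% at the single screening dose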;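 note: 0% = DMSO control wells and 100% = blanks with heterologous ssDNA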
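Material: Human Rad51 nucleoprotein filaments preassembled on unlabelled ssDNA | Also added: Labelled 47-mer dsDNA for strand exchange | Dosing: Single dose, 10 µM final compound | Schedule: 30-min compound preincubation and 15-min exchange, both room temperature | Technique: Fluorescence dequenching at 485/520 nm | Measure: Percent inhibition relative to plate controls and blanks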
14-3-3 Bad inh: disrupts binding of bovine 14-3-3 zeta to phospho-Bad peptide; inhibition, % at 21.7 µM; P63103; TR-FRET 14-3-3zeta/Dy647-pBad peptide displacement, 1 h; actives 0.71% (n = 220,000); AID 781;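 active = inhibition above about 70%, limit read from the data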;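 note: 0% = full 14-3-3 plus peptide FRET controls and 100% = background without 14-3-3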
Target sequence (P63103 whole entry, looked up): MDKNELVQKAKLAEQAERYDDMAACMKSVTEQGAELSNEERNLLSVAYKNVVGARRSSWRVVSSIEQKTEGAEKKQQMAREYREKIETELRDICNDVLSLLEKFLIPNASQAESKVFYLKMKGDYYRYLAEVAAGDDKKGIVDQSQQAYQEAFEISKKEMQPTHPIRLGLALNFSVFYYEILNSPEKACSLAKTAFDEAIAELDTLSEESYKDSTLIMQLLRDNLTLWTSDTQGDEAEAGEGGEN
KLK5 inh: blocks human kallikrein 5 protease activity; actives 0.59% (n = 210,000); recombinant hK5, fluorogenic AMC substrate cleavage; inhibition, % at 5 µM;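 active = inhibition of 40% or more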;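 note: 0% = enzyme controls without compound and 100% = no-enzyme blanks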
Target sequence (Q9Y337 67-293 limits assumed): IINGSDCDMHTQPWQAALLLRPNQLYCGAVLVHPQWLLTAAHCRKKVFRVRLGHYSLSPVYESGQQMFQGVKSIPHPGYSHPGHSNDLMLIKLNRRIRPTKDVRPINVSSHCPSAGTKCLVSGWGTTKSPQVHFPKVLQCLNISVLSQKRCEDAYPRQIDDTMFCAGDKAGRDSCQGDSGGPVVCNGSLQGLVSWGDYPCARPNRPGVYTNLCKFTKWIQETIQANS
Active calls of the source: *; [ ] = remark or other dose.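 Rule for the calls, unless noted: active = inhibition above about 30% (limit read from the data); inactive = the rest.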

For COCCCNS(=O)(=O)c1ccc2c3c(cccc13)C(=O)S2 the results were eIF4E-4G inh 1, KCC2 mod 0.1, Thrombin inh 6, EBV gp42 inh -14, Furin inh -9[20 µM], NCF1 inh -6, Rad51 HR inh 1, 14-3-3 Bad inh -2 and KLK5 inh 17.
O=C(N(c1ccccc1)c1ccccc1)n1ccnc1 was read as eIF4E-4G inh 4, KCC2 mod -0.31, Thrombin inh 1, EBV gp42 inh -28, Furin inh -3, NCF1 inh -5, Rad51 HR inh 4, 14-3-3 Bad inh 11[fluorescence artefact?] and KLK5 inh -34.
`CCOC(=O)C1=C(c2ccccc2)N=C2SCC(=O)N2C1c1ccc(OCC)c(OCC)c1` (centres undefined) gave eIF4E-4G inh 2, Thrombin inh 0, EBV gp42 inh -5, Furin inh -16[20 µM], NCF1 inh -11, Rad51 HR inh 9, 14-3-3 Bad inh 3 and KLK5 inh -7.
Screening CC1=C(C(=O)N2CCOCC2)C(c2cc(C)cs2)NC(=O)N1 (centres undefined) returned eIF4E-4G inh -11[fluorescence artefact?], Thrombin inh 19, EBV gp42 inh -2, Furin inh -7[20 µM], NCF1 inh -29, Rad51 HR inh 2, 14-3-3 Bad inh -7[fluorescence artefact?] and KLK5 inh 37.
For Cc1cc(Br)cc(C)c1NC(=O)c1ccccc1[N+](=O)[O-] the results were eIF4E-4G inh 13, KCC2 mod -0.77, Thrombin inh -8, EBV gp42 inh -11, Furin inh -10, NCF1 inh -4, Rad51 HR inh -29, 14-3-3 Bad inh 11 and KLK5 inh -7.
`Cc1ccc(C(=O)OCC(=O)c2cc(C)n(CC3CCCO3)c2C)cc1` (centres undefined) gave eIF4E-4G inh -2, KCC2 mod -0.38, Thrombin inh -5, EBV gp42 inh 3, Furin inh -21, NCF1 inh 59*, Rad51 HR inh 11, 14-3-3 Bad inh -9 and KLK5 inh -3.
CCCOc1ccc(N2CC(C(=O)Nc3ccccc3OC)CC2=O)cc1 (centres undefined) was read as eIF4E-4G inh -3, KCC2 mod -0.49, Thrombin inh -4, EBV gp42 inh -11, Furin inh -11, NCF1 inh 1, Rad51 HR inh -6, 14-3-3 Bad inh -4 and KLK5 inh -4.
Cc1cc(NC(=O)C(C)Oc2ccc(Cl)cc2Cl)n(-c2ccccc2)n1 (centres undefined) was read as eIF4E-4G inh 6, KCC2 mod -2, Thrombin inh 3, EBV gp42 inh -19, Furin inh -10[20 µM], NCF1 inh -6, Rad51 HR inh 5, 14-3-3 Bad inh -9 and KLK5 inh -11.
Screening COc1ccc(C2Nc3ccccc3C(=O)N2O)cc1OC (centres undefined) returned eIF4E-4G inh -10, KCC2 mod -1.7, Thrombin inh 5, EBV gp42 inh -3, Furin inh -12, NCF1 inh 7, 14-3-3 Bad inh -6 and KLK5 inh -31.
Screening CC(C)OC(=O)[C@H]1[C@H](c2ccc(Cl)cc2)[C@@](C#N)(C(N)=O)[C@@H]2C=CC(C(N)=O)=CN21 returned eIF4E-4G inh 4, KCC2 mod -0.074, Thrombin inh -6, EBV gp42 inh 7, Furin inh -16[20 µM], NCF1 inh -8, Rad51 HR inh -3, 14-3-3 Bad inh 3 and KLK5 inh 4.
`COc1ccccc1/C=N/NC(=O)C(=O)Nc1ccccc1OC(F)(F)C(F)F` gave eIF4E-4G inh 3, KCC2 mod 0.35, Thrombin inh -4, EBV gp42 inh 16, Furin inh -13, NCF1 inh 15, Rad51 HR inh 3, 14-3-3 Bad inh -7[fluorescence artefact?] and KLK5 inh -5.
For CC(C)CCNC(=O)c1cc(S(=O)(=O)N2CCCCC2)ccc1N1CCOCC1 the results were eIF4E-4G inh -8, KCC2 mod -0.52, Thrombin inh 1, EBV gp42 inh -11, Furin inh -29, NCF1 inh 3, Rad51 HR inh 38, 14-3-3 Bad inh -2 and KLK5 inh 0.
O=C(N/N=C/c1ccc[nH]1)c1cc(-c2cccs2)nc2ccccc12 was read as eIF4E-4G inh -3, KCC2 mod -0.81, Thrombin inh -1, EBV gp42 inh 8, Furin inh -10, NCF1 inh -18, Rad51 HR inh 0, 14-3-3 Bad inh -11 and KLK5 inh -11.
`CCCC(=O)Nc1cc(C(=O)O)ccc1S(=O)(=O)c1ccc(C)cc1` gave eIF4E-4G inh 1, KCC2 mod -0.33, Thrombin inh 4, EBV gp42 inh 12, Furin inh -20, NCF1 inh 1, 14-3-3 Bad inh 8 and KLK5 inh -9.
For COc1cc(NC(=O)c2cccs2)cc(OC)c1 the results were eIF4E-4G inh 7, KCC2 mod 0.36, Thrombin inh -3, EBV gp42 inh -18, Furin inh -21[20 µM], NCF1 inh -12, Rad51 HR inh -4, 14-3-3 Bad inh -6 and KLK5 inh -7.
Cn1cccc1C(=O)c1cccc([N+](=O)[O-])c1 was read as eIF4E-4G inh 3, KCC2 mod 1, Thrombin inh -5, EBV gp42 inh -10, Furin inh -9, NCF1 inh -6, Rad51 HR inh 6, 14-3-3 Bad inh -11 and KLK5 inh -2.
COc1ccc(NC(=O)CSc2nc(NS(=O)(=O)c3ccc(C)cc3)cc(=O)[nH]2)cc1 was read as eIF4E-4G inh -2, Thrombin inh -4, EBV gp42 inh -2, Furin inh -13[20 µM], NCF1 inh 3, Rad51 HR inh -6, 14-3-3 Bad inh 39 and KLK5 inh -26.
O=C(Nc1cccc(F)c1)c1cccnc1N1CCOCC1 was read as eIF4E-4G inh -8, KCC2 mod 0.93, Thrombin inh -8, EBV gp42 inh 5, Furin inh -10, NCF1 inh -5, Rad51 HR inh -6, 14-3-3 Bad inh 4 and KLK5 inh 1.
For COC(=O)CSc1nnc(-c2ccco2)o1 the results were eIF4E-4G inh 7[fluorescence artefact?], KCC2 mod -0.022, Thrombin inh -2, EBV gp42 inh 0, Furin inh -21, NCF1 inh -7, Rad51 HR inh -3, 14-3-3 Bad inh -7 and KLK5 inh -8.
Screening CC(C)OCC(O)CS(=O)Cc1ccccc1 (centres undefined) returned eIF4E-4G inh -5, Thrombin inh -3, EBV gp42 inh -10, Furin inh -18[20 µM], NCF1 inh -2, Rad51 HR inh 9, 14-3-3 Bad inh 7 and KLK5 inh 7.
`O=C(Cc1ccccc1)N1CCN(C(=O)c2ccco2)CC1` gave eIF4E-4G inh 1[fluorescence artefact?], KCC2 mod -0.096, Thrombin inh 1, EBV gp42 inh -5, Furin inh -11[20 µM], NCF1 inh -14, Rad51 HR inh -14, 14-3-3 Bad inh 0 and KLK5 inh -7.
Cc1cnc(C(=O)Nc2cccc(S(=O)(=O)N(C)C)c2)cn1 was read as eIF4E-4G inh 1, KCC2 mod 1.7, Thrombin inh 10, EBV gp42 inh -1, Furin inh -8, NCF1 inh -13, Rad51 HR inh -15, 14-3-3 Bad inh -7 and KLK5 inh -3.
`OCCSc1nc(-c2ccccc2)nc2ccc(F)cc12` gave eIF4E-4G inh -2, KCC2 mod 2.7, Thrombin inh -12, EBV gp42 inh 13, Furin inh -12, NCF1 inh -13, Rad51 HR inh -1, 14-3-3 Bad inh 1 and KLK5 inh -2.
`C=CCn1c(-c2ccc(Cl)cc2)cnc1SC(C)C(=O)NC(N)=O` (centres undefined) gave eIF4E-4G inh 2, KCC2 mod -1.1, Thrombin inh 6, EBV gp42 inh -23, Furin inh -30, NCF1 inh -18, Rad51 HR inh -18, 14-3-3 Bad inh -9 and KLK5 inh -2.
For COc1ccc(CC(=O)N2CCN(S(=O)(=O)c3cccs3)CC2)cc1OC the results were eIF4E-4G inh -5, KCC2 mod -1.2, Thrombin inh 0, EBV gp42 inh -17, Furin inh -19, NCF1 inh -14, Rad51 HR inh 12, 14-3-3 Bad inh 4 and KLK5 inh -2.
CCC(C)(C)C1CCC2(CC1)NC(=O)N(CC(=O)Nc1nc(-c3ccc(C)cc3)cs1)C2=O (centres undefined) was read as eIF4E-4G inh -23, KCC2 mod -0.89, Thrombin inh 1, EBV gp42 inh -48, Furin inh 2[20 µM], NCF1 inh -83, Rad51 HR inh 14, 14-3-3 Bad inh 4 and KLK5 inh 2.
Screening O=S(=O)(c1cnc[nH]1)N1CCN(c2ccc(Cl)cc2)CC1 returned eIF4E-4G inh -5, KCC2 mod 0.68, Thrombin inh -1, EBV gp42 inh -6, Furin inh -23, NCF1 inh 3, Rad51 HR inh -2, 14-3-3 Bad inh 11 and KLK5 inh -10.
N#C/C(=N\Nc1ccc(S(=O)(=O)N2CCc3ccccc32)cc1)C(N)=S was read as eIF4E-4G inh -2, KCC2 mod -1.7, Thrombin inh -3, EBV gp42 inh -2, Furin inh -26, NCF1 inh -24, Rad51 HR inh -6, 14-3-3 Bad inh -14 and KLK5 inh 4.
Screening CCc1cc(C(=O)NCCN(C)C)cs1 returned eIF4E-4G inh -14, KCC2 mod 0.73, Thrombin inh 3, EBV gp42 inh -17, Furin inh -13[20 µM], NCF1 inh 4, Rad51 HR inh 2, 14-3-3 Bad inh -7[fluorescence artefact?] and KLK5 inh -38.
`CCCS(=O)(=O)N1CCCC(C(=O)NCC2CCCO2)C1` (centres undefined) gave eIF4E-4G inh 11, KCC2 mod -1.4, Thrombin inh 3, EBV gp42 inh 0, Furin inh -12, NCF1 inh 1, Rad51 HR inh -1, 14-3-3 Bad inh 5 and KLK5 inh -17.
For CCOC(=O)c1ccc(NC(=O)CSc2nnc(CNc3ccc(OC)cc3)n2C)cc1 the results were KCC2 mod 1.1, Thrombin inh -3, EBV gp42 inh -4, Furin inh -21, NCF1 inh 4, Rad51 HR inh 3 and KLK5 inh -6.
`CCOc1ccc2[nH]c3c(N4CCN(c5ccccn5)CC4)ncnc3c2c1` gave eIF4E-4G inh -12[fluorescence artefact?], KCC2 mod -0.087, Thrombin inh 5, EBV gp42 inh -2, Furin inh -10, NCF1 inh -33, Rad51 HR inh -8, 14-3-3 Bad inh -8[fluorescence artefact?] and KLK5 inh -4.
For COc1ccc(C)cc1S(=O)(=O)Nc1ccccc1 the results were eIF4E-4G inh 0[fluorescence artefact?], Thrombin inh -3, EBV gp42 inh -10, Furin inh -11[20 µM], NCF1 inh 3, 14-3-3 Bad inh 4[fluorescence artefact?] and KLK5 inh 3.
Cc1onc(-c2c(Cl)cccc2Cl)c1C(=O)N1CCCc2ccccc21 was read as eIF4E-4G inh 0, KCC2 mod -1.1, Thrombin inh -8, EBV gp42 inh -4, Furin inh -17[20 µM], NCF1 inh -7, Rad51 HR inh 3, 14-3-3 Bad inh 0[fluorescence artefact?] and KLK5 inh -12.
CN(c1ccc(OCC(=O)OCC(=O)NCc2ccco2)cc1)S(=O)(=O)c1ccc2ccccc2c1 was read as eIF4E-4G inh -2, KCC2 mod 0.051, Thrombin inh -5, EBV gp42 inh -2, Furin inh -25, NCF1 inh -31, Rad51 HR inh 9, 14-3-3 Bad inh -7 and KLK5 inh 10.

3 neighbouring entries out of the list so far, for reference:
`CCCS(=O)(=O)N1CCCC(C(=O)NCC2CCCO2)C1` (centres undefined) gave eIF4E-4G inh 11, KCC2 mod -1.4, Thrombin inh 3, EBV gp42 inh 0, Furin inh -12, NCF1 inh 1, Rad51 HR inh -1, 14-3-3 Bad inh 5 and KLK5 inh -17.
For CCOC(=O)c1ccc(NC(=O)CSc2nnc(CNc3ccc(OC)cc3)n2C)cc1 the results were KCC2 mod 1.1, Thrombin inh -3, EBV gp42 inh -4, Furin inh -21, NCF1 inh 4, Rad51 HR inh 3 and KLK5 inh -6.
`CCOc1ccc2[nH]c3c(N4CCN(c5ccccn5)CC4)ncnc3c2c1` gave eIF4E-4G inh -12[fluorescence artefact?], KCC2 mod -0.087, Thrombin inh 5, EBV gp42 inh -2, Furin inh -10, NCF1 inh -33, Rad51 HR inh -8, 14-3-3 Bad inh -8[fluorescence artefact?] and KLK5 inh -4.

Screens as filed in PubChem.
